KOR beta-arrestin-1 = KOR antagonists, beta-arrestin recruitment, cell-based, luminescence, uHTS (AID 1778) | hit rate 0.091% among 290,000 | KOR beta-arrestin recruitment, luminescence, antagonist mode; higher % means a stronger effect | inhibition, % at 10 µM; hits with a dose series show IC50 in µM; in the data active = inhibition above about 50%; note: strong numbers were not always called active
HIV fusion peptide = cell-free HIV fusion peptide-binding blockers – biochemical, uHTS, fluorescence dequenching, primary screen (AID 1986); cell-free peptide binding, fluorescence dequenching, 30 min; higher % means a stronger effect; inhibition, % at 20 µM, or IC50 in µM where a hit was titrated; hit rate 0.3% among 290,000; in the data active = inhibition mostly above about 52%, no sharp cut-off; inactive = mostly below about 76%; note: some results filed as inactive read as strong as hits
GPR35 arrestin U2OS = GPR35 antagonists blocking zaprinast-driven arrestin recruitment, primary screen, imaging, U2OS, beta-arrestin-GFP, zaprinast agonist (AID 2058). U2OS GPR35 beta-arrestin-GFP translocation imaging, zaprinast antagonism; higher % means a stronger effect. inhibition, % at 10 µM, or IC50 in µM where a hit was titrated. hit rate 0.052% among 290,000;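 active = inhibition of at least 50% with at least 30 cells and total cytoplasm GFP at most 10,000,000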
GPR55 LPI antagonism = inhibition of LPI-stimulated GPR55 beta-arrestin translocation – imaging, U2OS, beta-arrestin-GFP, LPI agonist, primary screen (AID 2013); U2OS GPR55 beta-arrestin-GFP translocation imaging, LPI antagonism; higher % means a stronger effect; one-dose inhibition, % at 10 µM; IC50 in µM for titrated hits; hit rate 0.13% among 290,000;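 active = spots per cell inhibited over 60%, with over 100 cells counted and total cytoplasm intensity under 500,000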;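 note: U2OS cells stably carrying GPR55 and arrestin-GFP stimulated by 5 µM LPI near EC80; imaged beta-arrestin-GFP aggregate spots per cell after agonist stimulation; plate controls were LPI-stimulated DMSO wells for no effect and DMSO wells without LPI for full effect; some results filed as inactive read as strong as hits; confirmed hits need IC50 under 10 µM and bright autofluorescent wells are also inconclusive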
GPR55 beta-arrestin = GPR55 agonists via beta-arrestin recruitment, primary screen, imaging, U2OS cells, beta-arrestin-GFP redistribution (AID 1961). U2OS GPR55 beta-arrestin-GFP redistribution imaging; higher % means a stronger effect. activation, % at 10 µM; hits with a dose series show EC50 in µM. hit rate 0.048% among 290,000;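 active = activation above 40% with more than 50 cells counted in the well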;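 note: U2OS osteosarcoma cells stably expressing GPR55 and beta-arrestin-GFP; plate controls were DMSO negative control for no effect and LPI positive control for full effect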
KOR beta-arrestin-2 = KOR agonists, beta-arrestin recruitment, primary screen, cell-based, luminescence, uHTS (AID 1777); KOR beta-arrestin recruitment, luminescence; higher % means a stronger effect; activation, % at 10 µM, or EC50 in µM where a hit was titrated; hit rate 0.02% among 280,000; in the data active = activation above about 50%, passing the limit was not always enough; note: a part of the inactive calls stands beside numbers as strong as those of hits
NOD1 NF-kB reporter = inhibition of NOD1-driven NF-kB reporter – cell-based, luminescence, uHTS, primary screen (AID 1578); NOD1-driven NF-kB luciferase reporter cells, luminescence; higher % means a stronger effect; inhibition, % at 4 µM, or EC50 in µM where a hit was titrated; hit rate 1% among 290,000; in the data active = inhibition mostly above about 36%, no sharp cut-off; inactive = mostly below about 34%;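 note: HEK-293T reporter cells stimulated with the NOD1 agonist gamma-tri-DAP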
AID2073 = disruptors of CaV2.2 binding to Mint1 – biochemical, HTRF (AID 2073); hit rate 0.19% among 290,000; HTRF protein-protein interaction, Mint1-CaV2.2; higher % means a stronger effect; inhibition, % at 20 µM; hits with a dose series show IC50 in µM; in the data active = inhibition mostly above about 51%, no sharp cut-off; note: some results filed as inactive read as strong as hits
SIAH1 antagonists = Siah-1 peptide-binding antagonists, primary screen, biochemical, fluorescence polarization, rhodamine-plectin, uHTS (AID 1817); Siah-1 / rhodamine-plectin peptide fluorescence polarization; higher % means a stronger effect; one-dose displacement, % at 20 µM; IC50 in µM for titrated hits; hit rate 0.02% among 290,000;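 active = displacement of at least 50% at 20 µM, with a fluorescence ratio check between 0.3 and a set limit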;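 note: plate controls were Siah plus tracer with DMSO for no effect and tracer alone without Siah for full effect; strong numbers were not always called active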
The depositor's hits bear a star; . = not tested or not shown; [ ] = remark or other dose. Only part of the results is shown; count on the stated rates, not on these rows.

SMILES | KOR beta-arrestin-1 | HIV fusion peptide | GPR35 arrestin U2OS | GPR55 LPI antagonism | GPR55 beta-arrestin | KOR beta-arrestin-2 | NOD1 NF-kB reporter | AID2073 | SIAH1 antagonists
Cc1ccc(C(=O)CSc2nnnn2C(C)C)c(C)c1 | 11.3% | 0.3% | -14.3% | 15.6% | -0.2% | -4.2% | 19.6% | 31.1% | -1.9%
COc1cc(C(=O)NCC(c2ccco2)N(C)C)cc(OC)c1OC (configuration not stated) | 7.6% | 1.4% | 13.5% | -1.6% | -0.1% | -0.5% | 9.6% | 14.7% | -5.9%
CCC(NC(=S)NCc1ccc(F)cc1)c1ccccc1 (configuration not stated) | 7.7% | -3.2% | 3.7% | -1.1% | 0.3% | 4.1% | 19.2% | 8.7% | 4.1%
Cc1ccc(CSC2=Nc3sccc3C3=NC(=O)CN23)cc1 | -28.0% | 7.9% | 1.6% | -3.1% | 1.0% | 6.3% | 4.6% | 4.6% | -3.0%
O=C(c1ncc[nH]1)c1cccs1 | 25.1% | -1.4% | 0.9% | 2.6% | 0.2% | 5.1% | 6.3% | -4.7% | -8.7%
O=S(=O)(c1ccc(-c2cc(C(F)(F)F)on2)s1)N1CCCC1 | -28.7% | 0.6% | -6.8% | -8.1% | 0.0% | 2.6% | 4.3% | 4.1% | 1.5%
CCOc1ccccc1-c1cc(C(=O)N/N=C(\C)c2cccnc2)c2ccccc2n1 | -10.2% | -1.1% | 4.7% | -4.4% | -0.2% | -0.9% | 8.4% | 9.3% | -2.6%
COc1ccc(-c2csc(Nc3ccccc3)[n+]2Cc2ccccc2)cc1 | -9.5% | 0.1% | -7.2% | -6.6% | 0.0% | -3.4% | -32.9% | 18.4% | -0.2%
CCn1c(SCC(=O)NCc2ccco2)nnc1-c1c[nH]c2ccccc12 | 8.6% | -1.5% | 12.7% | -4.1% | 0.8% | -1.5% | 3.0% | -4.0% | -3.1%
O=C(NCCCN1CCOCC1)C(=O)NCC1CCCO1 (configuration not stated) | 26.2% | -1.1% | -5.1% | -7.7% | -0.2% | -1.5% | -24.3% | 6.4% | -1.4%
O=C(COC(=O)c1ccc(O)cc1)Nc1cc(C(F)(F)F)ccc1Cl | 25.1% | 0.6% | 2.1% | -0.7% | 0.1% | -1.7% | -25.9% | 2.9% | 8.1%
Cc1nc2ccccc2n1C1CCN(CC(=O)Nc2ccccc2Br)CC1 | 19.8%[20 µM] | 1.2% | -1.5% | -7.9% | -0.1% | 1.3% | 32.0% | 16.2% | 4.4%
NC(=O)c1sc2nc3c(cc2c1N)CCC3 | -12.6% | -0.7% | 6.7% | 0.4% | 1.0% | -4.1% | -8.0% | -0.4% | -3.3%
COc1ccc(-n2cc(-c3ccccc3)c3c(=S)nc[nH]c32)cc1 | -14.1% | -1.5% | -12.4% | 3.8% | -0.2% | -3.2% | -4.5% | -2.7% | 6.1%
O=C(CSc1nc2[nH]ncc2c(=O)n1-c1ccccc1)N1CCCCCC1 | -2.3% | -0.4% | -10.4% | 0.3% | -0.1% | 8.3% | 16.0% | -9.1% | -4.7%
Cc1ccc(-n2ccn(CC(=O)NCCc3ccccc3)c(=O)c2=O)cc1C | -21.3% | 1.5% | -1.5% | -6.9% | 0.5% | 0.6% | -11.2% | 0.1% | -2.9%
C=CCC1C=CCC(CC=C)N1C(=O)c1ccccc1[N+](=O)[O-] (configuration not stated) | -20.4% | -1.4% | -6.5% | 4.6% | -0.2% | 1.8% | -16.4% | 2.3% | 4.3%
CCCc1nc(Nc2nc3ccccc3o2)nc(C)c1C(=O)OCC | -48.8% | 1.2% | 6.6% | 20.8% | -0.1% | 4.3% | -42.9% | 12.4% | 8.2%
CC(NC(=O)Nc1ccc(F)cc1F)c1ccncc1 (configuration not stated) | 7.9% | -1.2% | -7.3% | 1.0% | 0.0% | 4.2% | -13.3% | 1.6% | -0.5%
CCn1c(CCNC(=O)c2ccc(OC)cc2)nnc1SCC(=O)Nc1ccccc1F | -39.0% | 0.0% | 14.9% | 2.9% | 0.1% | 0.2% | -18.2% | -8.3% | -7.0%
Cc1cccc(N(C(=O)c2csnn2)C(C(=O)NC(C)(C)C)c2ccncc2)c1 (configuration not stated) | 15.5% | -1.0% | 3.3% | -5.4% | -0.1% | -5.4% | 10.9% | -5.3% | -3.0%
COCCN=c1scc(-c2cc(OC)ccc2OC)n1/N=C/c1c[nH]c2ccccc12 | 9.65µM* | -0.1% | -11.8% | 16.0% | 0.3% | 0.1% | -8.4% | 3.5% | 7.3%
Cc1cc(C)c(NC(=O)Cn2nnc(C(=O)NCc3ccc4c(c3)OCO4)c2N)c(C)c1 | -38.9% | 1.7% | -4.1% | -0.4% | 0.1% | 1.9% | -32.7% | 38.5% | 3.7%
CCCn1cc(S(=O)(=O)c2ccc(Cl)cc2)c(=O)c2cc(OC)ccc21 | -18.6% | -1.4% | -2.1% | 10.4% | 0.0% | -0.3% | -31.0% | 5.2% | -2.0%
COC(=O)c1ccc(N=NNc2cccc(Br)c2)cc1 | -3.7% | 0.9% | 13.9% | -3.5% | -0.2% | 3.0% | -34.3% | 0.5% | -5.2%

Next section
SMILES | KOR beta-arrestin-1 | HIV fusion peptide | GPR35 arrestin U2OS | GPR55 LPI antagonism | GPR55 beta-arrestin | KOR beta-arrestin-2 | NOD1 NF-kB reporter | AID2073 | SIAH1 antagonists
Cc1ccc(CCNC(=O)c2ccc(CS(=O)(=O)Cc3ccccc3F)o2)cc1 | 28.6% | 0.5% | -6.9% | 15.5% | -0.2% | -3.6% | -24.3% | 12.2% | 1.6%
O=c1[nH][nH]cc1C=Nc1ccc(Cl)cc1Cl | -25.6% | -1.2% | -2.1% | 6.0% | -0.2% | 4.9% | -40.5% | 0.0% | 9.2%
CC(=O)c1cnc2ncnn2c1C | 30.3% | 2.3% | -3.9% | -6.6% | 0.2% | -1.7% | -40.1% | 11.3% | -2.2%
COc1cc(C(=O)Nc2c(C(=O)O)[nH]c3ccc(C)cc23)cc(OC)c1OC | -62.8% | 2.4% | 5.7% | -6.0% | -0.2% | 9.7% | 16.0% | 36.3% | -5.3%
Cc1cc(C(=O)OCC(=O)N2CC(=O)Nc3ccccc32)c(C)n1-c1ccc(F)cc1 | 7.8% | 0.1% | -4.7% | -11.0% | -0.1% | -1.8% | 2.3% | -0.3% | -1.3%
Cn1/c(=N/N=C/c2ccccn2)sc2ccccc21 | -36.6% | -0.9% | -8.3% | -8.4% | 0.2% | -1.5% | -67.3% | 33.4% | 0.0%
CCCn1nc(NC(=O)CC(C)C)c2cc3ccccc3nc21 | 3.0% | 1.6% | 11.8% | 11.8% | -0.1% | 3.3% | -17.5% | 4.9% | 2.6%
C/C(=N\NC(=O)CSc1nc(C)cc(C)n1)c1ccc([N+](=O)[O-])cc1 | -8.0% | -0.9% | 4.1% | -6.9% | -0.2% | -0.3% | -4.3% | 9.2% | 1.3%
COc1ccccc1OCc1cc(-c2ccccc2)no1 | -9.8% | -2.1% | -1.3% | 0.0% | -0.3% | 1.7% | -69.9% | -2.5% | 4.1%
O=C1NN(c2ccccc2)C(=O)/C1=C/c1ccc(Sc2cccc3ccccc23)o1 | -22.1% | 71.8%* | 14.7% | 30.7% | -0.2% | -7.2% | 74.7%* | 36.5% | 34.5%
CC(C(=O)NCc1ccco1)n1ccc2cc(S(=O)(=O)N3CCCCC3)ccc21 (configuration not stated) | 43.5% | -1.5% | 15.2% | -16.4% | -0.2% | -4.2% | 2.9% | 17.0% | -5.5%
CCC(C)NCCOCCOc1ccc(C)cc1Br (configuration not stated) | -31.4% | 0.2% | 14.5% | 7.9% | -0.1% | 2.6% | 12.5% | -9.3% | 1.2%
O=C(c1ccc2oc(CCCc3ccccc3)nc2c1)N1CCCCC1CO (configuration not stated) | 2.0% | 0.6% | -8.6% | 9.4% | -0.1% | 0.0% | -67.2% | 8.7% | -1.1%
COc1ccc(OC)c(-c2csc(NC(=O)Cc3ccc(F)cc3)n2)c1 | -24.3% | 2.1% | 1.5% | -5.4% | -0.1% | -3.1% | 47.9% | 5.0% | 7.3%
C=CCOc1ccc(/C=N/NC(=O)C(C)Sc2ccccn2)cc1OCC (configuration not stated) | -32.9% | 0.1% | -4.9% | -8.8% | 0.8% | 6.4% | 29.2% | 4.6% | -2.0%
CCOc1ccccc1NC(=O)Cc1coc2ccc(C)cc12 | -0.3%[20 µM] | -1.1% | -10.2% | 13.9% | 0.6% | -3.0% | -18.2% | 1.4% | 9.8%
O=C(NC1CCN(C(=O)NCc2ccccc2)CC1)c1ccc(F)cc1 | 8.6% | 1.2% | 7.0% | -9.3% | -0.2% | -2.6% | -25.0% | 2.3% | 9.9%
CC(=O)Oc1ccccc1N(C(C)=O)S(=O)(=O)c1ccc(C)cc1 | -7.9% | 0.8% | -4.0% | 0.1% | -0.4% | -2.7% | -8.0% | -5.2% | -0.4%
CN(Cc1ccccc1)C(=O)CCSc1nc(-c2ccc3c(c2)OCO3)cc(C(F)(F)F)n1 | 9.6% | 0.5% | 0.6% | 33.1% | 0.8% | -1.9% | -11.9% | 11.1% | 10.0%
N/C(=N\NC(=O)c1ccc(F)cc1)c1cc2ccccc2oc1=O | 8.8% | -2.4% | -5.1% | -0.4% | -0.1% | -1.8% | -24.2% | -9.3% | -0.7%
Cc1ccc(Oc2ncccc2/C=N/OCc2ccc(Cl)cc2Cl)cc1 | -12.3% | 0.2% | -7.0% | 14.5% | -0.2% | 10.1% | 1.0% | -6.0% | 5.2%
Cc1ccc(/C(N)=N/OC(=O)Cc2cccs2)cc1 | -25.2% | -1.9% | -2.2% | 6.0% | -0.1% | 1.4% | . | 1.9% | -5.4%
O=C(Nc1nnc(C2CC2)s1)c1ccncc1 | -27.2% | -1.9% | 12.6% | 16.3% | -0.1% | -1.2% | 4.7% | -0.9% | 2.0%
COc1c(C(=O)N2CCCC2)ccc2ccccc12 | 18.1% | 2.7% | 8.7% | 6.4% | -0.2% | -2.2% | -30.6% | -6.6% | 2.0%
Cc1ccc(C)c(C(=O)Nc2ccncc2)c1 | -20.4%[20 µM] | -0.7% | -15.9% | -1.0% | -0.3% | . | -13.4% | 5.1% | 0.2%
O=C(COc1ccccc1Cl)N1CCN(c2ncccn2)CC1 | -12.7% | 0.0% | -9.1% | -1.0% | -0.1% | -1.3% | -4.6% | 6.6% | -1.7%
CC(=O)N1CCCc2cc(S(=O)(=O)N3CCC(C)CC3)ccc21 | -32.8% | -0.1% | 12.5% | -7.8% | 0.1% | -0.2% | -29.0% | 18.7% | 32.4%
Cc1ccc(/C=N/Nc2ccc3c(C(F)(F)F)cc(C(F)(F)F)nc3n2)cc1 | 20.8% | 0.8% | 6.2% | 21.3% | -0.2% | -4.8% | -1.8% | 3.3% | 4.5%
O=C(O)c1ccc(-c2nc3ccccc3s2)o1 | -10.2% | 1.8% | -1.5% | -5.1% | 0.0% | 0.7% | -9.5% | 2.0% | -2.6%

High-throughput results as filed in PubChem.
